FEN1 inh: qHTS Assay for the Inhibitors of Human Flap endonuclease 1 (FEN1) | 390,000 tested, 0.35% active | P39748 | Potency, µM (highest dose often 114 µM), without a hit: at the top dose activity change, negative = inhibition, most hits filed as inhibitors | AID 588795, 2011 | Recombinant FEN1 flap cleavage, fluorescence, 15 min; further: nearly all actives have a fitted effect of over 65% in size
Target sequence (P39748 whole entry, looked up): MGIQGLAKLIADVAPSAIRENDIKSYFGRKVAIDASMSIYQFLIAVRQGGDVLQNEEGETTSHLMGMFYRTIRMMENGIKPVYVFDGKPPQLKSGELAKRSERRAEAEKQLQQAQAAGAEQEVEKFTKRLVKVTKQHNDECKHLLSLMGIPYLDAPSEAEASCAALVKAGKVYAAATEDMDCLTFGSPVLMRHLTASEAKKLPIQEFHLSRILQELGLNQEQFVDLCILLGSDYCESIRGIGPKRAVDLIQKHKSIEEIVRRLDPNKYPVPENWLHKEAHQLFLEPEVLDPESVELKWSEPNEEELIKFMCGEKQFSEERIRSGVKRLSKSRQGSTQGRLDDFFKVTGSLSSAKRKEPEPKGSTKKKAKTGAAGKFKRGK
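Recombinant FEN1 (10 nM) was preincubated with pin-transferred compounds for 15 min at room temperature, then flap DNA substrate (50 nM final) was added. Plates were read at 0 and 15 min, and normalized concentration–response data were fitted to a four-parameter Hill equation.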
TDP1 inh: qHTS Assay for Inhibitors of Tyrosyl-DNA Phosphodiesterase (TDP1) | Tyrosyl-DNA phosphodiesterase 1 (Homo sapiens), Q9NUW8 | recombinant TDP1, AlphaScreen DNA substrate cleavage | Potency, µM (highest dose often 130 µM), inactives show at the top dose activity change, negative = inhibition, actives largely listed as inhibitors | 350,000 tested, 0.28% active | AID 485290, 2010; further: nearly all actives have a fitted effect of over 40% in size
Target sequence (Q9NUW8 whole entry, looked up): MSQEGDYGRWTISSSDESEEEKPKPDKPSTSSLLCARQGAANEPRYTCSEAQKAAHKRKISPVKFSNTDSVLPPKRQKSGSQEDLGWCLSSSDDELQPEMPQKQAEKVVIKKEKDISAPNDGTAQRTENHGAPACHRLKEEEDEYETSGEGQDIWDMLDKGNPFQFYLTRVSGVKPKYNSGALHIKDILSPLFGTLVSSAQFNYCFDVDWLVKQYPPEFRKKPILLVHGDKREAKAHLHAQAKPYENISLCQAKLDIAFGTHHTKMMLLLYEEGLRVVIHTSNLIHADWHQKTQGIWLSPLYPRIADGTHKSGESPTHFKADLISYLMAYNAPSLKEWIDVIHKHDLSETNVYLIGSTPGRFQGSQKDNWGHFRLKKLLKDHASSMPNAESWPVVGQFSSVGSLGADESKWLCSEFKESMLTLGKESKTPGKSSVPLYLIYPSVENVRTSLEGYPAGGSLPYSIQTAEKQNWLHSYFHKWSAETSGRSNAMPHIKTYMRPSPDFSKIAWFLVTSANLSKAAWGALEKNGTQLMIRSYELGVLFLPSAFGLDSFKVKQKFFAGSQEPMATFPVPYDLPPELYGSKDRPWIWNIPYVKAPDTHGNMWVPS
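Recombinant E. coli-expressed Tdp1 (1 nM) preincubated with compound 15 min at RT, then 5'-biotin/3'-phosphotyrosine-FITC DNA substrate (15 nM) added for 5 min. AlphaScreen beads (10 ug/ml) added, 10 min RT; tyrosine-FITC cleavage read as signal loss.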
N370S GC mod: qHTS Assay for Inhibitors and Activators of N370S glucocerebrosidase as a Potential Chaperone Treatment of Gaucher Disease. Lysosomal acid glucosylceramidase (Homo sapiens), P04062. N370S GC spleen homogenate, 4MU-glucoside fluorescence. Potency, µM (titrated, usually from 59.4 µM), inactives show top-dose activity change, negative = inhibition, most hits filed as inhibitors. 330,000 tested, 0.092% active;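 further: 0% = full enzyme activity and -100% = no enzyme basal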
Numbers without * were called inactive; u = inconclusive; x = no result given; & = joins results of further samples; [ ] = another dose, or the depositor's remark. The call rests on the fitted dose curve; in most records, active means well fitted curve in the direction sought with a large enough effect; inconclusive means small, poorly fitted or top-dose-only effect, or another doubt; inactive means no such curve, though single readings can be large; an effect the other way counts as inactive or inconclusive. Unless noted, on the % scale 0 is the no-effect control and ±100 the full control effect; potency means the concentration at half of the fitted maximal effect. The order is random, and some 0.57% of all compounds hit somewhere here.

SMILES | FEN1 inh | TDP1 inh | N370S GC mod
Cc1ccc(C(C(=O)NC(C)(C)C)N(Cc2cccnc2)C(=O)C(=O)NC2CCCCC2)o1 (stereo not given) | -2% | -4% | -2%
COc1ccc(NC(C)C(=O)N/N=C/c2ccccc2OCc2cccc(Br)c2)cc1 (stereo not given) | -22% | 11% | 9%
Cc1cccc(C(=O)NC(=S)N2CCN(C)CC2)c1 | -1% | 0% | -2%
O=C(Nc1ccccc1N1CCOCC1)c1ccc(N2CCCC2=O)cc1 | -4% | 1% | x
CCN(C(=O)COC(=O)C12CC3CC(CC(NC(C)=O)(C3)C1)C2)C1CCCCC1 | 4% | -8%[0.505 µM] | 0%
O=C(CSc1nc2c(c(=O)[nH]1)CCC2)Nc1ccccc1Cl | 3% | 8% | -7%
COc1ccc(NC(=O)Cn2cc(S(=O)(=O)N3CCC(C)CC3)c3ccccc3c2=O)cc1Cl | -18% | -6%[12.3 µM] | x
CC(=O)CSc1cc(C)nc2c(-c3ccccc3)c(C)nn12 | -4% | 6% | -3%
Cc1ccc(C(c2nnnn2Cc2cccs2)N2CCN(C(=O)c3ccco3)CC2)cc1 (stereo not given) | -2% | 6% | 1%
CCCSc1cc(=O)n(-c2ccc(F)cc2)nc1C(=O)OCC | 0% | 8% | 8%
C[n+]1cccc2ccc3c(c21)OC(N)=C(C#N)C3c1ccccc1 (stereo not given) | -10% | 12% | -3%
Cc1cc(C)n(-c2ccc(S(=O)(=O)N3CCCC3)cc2[N+](=O)[O-])n1 | 0% | 1% | 0%
COc1ccc(Cc2c(C)nn(-c3nc(C)c(C(=O)Nc4ccc(C)cc4C)s3)c2C)cc1 | 6% | 1% | x
O=C(Nc1c(O)c2ccccc2[nH]c1=O)c1ccco1 | -8% | x | 4%
COCCn1c(C)cc(C(=O)CSc2nncn2-c2ccccc2)c1C | -5% | 2% | -2%
CCCCOCCOCCOCCCC | -3% | -1%&6% | 0%
CCc1cc(=O)oc2c(C)c(OCC(=O)NCCN3CCOCC3)ccc12 | 2% | 0% | -4%
Cc1ccc(CNC(=O)CSc2nc(=O)n3cccc(C)c3n2)cc1 | 14% | x | 1%
CCCCCOCC1CC(C/C(C)=N/NC(N)=O)(C(=O)OCC)C(=O)O1 (stereo not given) | -10% | 0% | -24%
CC(=O)c1cccc(NC(=S)Nc2ccc(F)cc2)c1 | -8% | x | -9%
O=C(N/N=C/c1cccnc1)c1cc2c(ccc3ccccc32)o1 | u | -5% | -5%
Cc1ccc(NC(=O)CCn2nnc3ccccc32)c(C)c1 | 4% | -8% | -5%
CC(=O)Nc1ccc(Oc2nc(-c3ccccn3)nc3ccccc23)cc1 | 3% | 3% | 5%
Cc1ccc(NC(=O)CNCC2CCCCC2)cc1S(=O)(=O)N(C)C | -14% | 0% | 0%
Cc1ccc(C(=O)Nc2ccccc2N2CCOCC2)cc1S(=O)(=O)N1CCOCC1 | -18% | 3% | x

Further records.
SMILES | FEN1 inh | TDP1 inh | N370S GC mod
COc1ccc(C(=O)N2N=C(c3cccs3)CC2c2ccccc2O)cc1 (stereo not given) | -4% | 3% | u
COC(=O)c1cccc(NC(=O)CCN2C(=O)C3CC=CCC3C2=O)c1 (stereo not given) | 1% | 1% | x
CSc1cccc(NC(=O)c2cnccn2)c1 | -16% | 0% | 1%
C/C(=N\NC(=O)C12CCC(C)(C(=O)O1)C2(C)C)c1ccccc1O (stereo not given) | 20% | x | -3%
COc1ccc(CC(=O)Nc2nc(C)cs2)cc1OC | 3% | 5% | 3%
COCCN(C(=O)C1CCCC1)c1c(N)n(Cc2ccccc2)c(=O)[nH]c1=O | 16% | 7% | 12%
CC(=O)Nn1c(-c2ccccc2)cc2ccccc21 | 2% | 2% | 10%
CC1(c2ccc([N+](=O)[O-])c(CS(=O)(=O)c3ccccc3)c2)OCCO1 | 8% | 0% | -3%
CC(=O)Nc1c(-c2ccccc2Cl)c(=O)c2ccccc2n1C | 5% | x | 0%
CC(C)C(=O)NC(=S)NCC(=O)c1ccccc1 | -2% | 2% | -2%
Cc1cccc(N2C(=O)C(Cc3ccccc3)NC2=S)c1 (stereo not given) | -11% | 5% | 0%
COc1ccc(NC2CCCN(C(=O)c3csc(C(C)C)n3)C2)cc1 (stereo not given) | 1% | 5% | -4%
O=C(c1cc2ccccc2[nH]1)N(Cc1cccnc1)CC1CCCN(C2CCCCC2)C1 (stereo not given) | -14% | 4% | -11%
CCCn1nnnc1NCc1cccc(OC)c1OC | 0% | 5% | 3%
O=C(CSc1ncn[nH]1)c1ccco1 | -1% | x | 5%
CC1(C)Cc2cccc(OCC(=O)OCC(=O)NCc3ccccc3)c2O1 | -1% | 0% | 1%
O=C(Cc1ccccc1)NN1C(=O)/C(=C/c2ccccc2C(=O)O)SC1=S | -3% | 3% | 0%
O=[N+]([O-])c1ccccc1S(=O)(=O)Nc1ncccn1 | 3% | x | -8%
CC(C)[N+]1(C)[C@@H]2CC[C@H]1CC(OC(=O)C(CO)c1ccccc1)C2 (stereo not given in full) | 1%&14%&19% | 3% | -17%&-3%&-1%
NC(=O)C1CCN(S(=O)(=O)c2cccc(S(=O)(=O)N3CCCCC3)c2)CC1 | 0% | 5% | -3%
CCCN1C(=O)c2cc(C(=O)Nc3ccccc3OC)ccc2C1Nc1ccccc1OC (stereo not given) | u | x | 6%
O=C(CSc1n[nH]c(-c2ccccc2)n1)c1ccc(O)c(O)c1 | -1% | 2% | -2%
COc1ccc(S(=O)(=O)N(C)C[C@H]2Oc3ccc(NC(=O)Nc4ccc5c(c4)OCO5)cc3CC(=O)N([C@@H](C)CO)C[C@@H]2C)cc1 | -12% | 4% | x
Nc1[nH][nH]c(=O)c1N=Nc1ccc2c(c1)OCO2 | 4% | 0% | 3%
NC1=NC(=O)/C(=C/c2cc(Br)c(O)c(Br)c2)S1 | -28% | x | -20%

Remaining list, next part
SMILES | FEN1 inh | TDP1 inh | N370S GC mod
CC(=O)NS(=O)(=O)c1ccc(N)cc1 | 7%&11% | 8% | 4%
CCOCCn1c(CCCO)nc2ccccc21 | -9% | 0% | -1%
COc1ccc(S(=O)(=O)CCC(=O)NCCc2cccc(C)c2)cc1 | -4% | -2% | 2%
COc1nc(OC)nc(N2CCC(C(=O)NC3CC3)CC2)n1 | 7% | -1% | 5%
CCN(CC)S(=O)(=O)c1cccc(-c2cn3cc(C)ccc3n2)c1 | 2% | 2% | -3%
CN1CCN(C(=O)N2CCNC2=O)CC1 | 1% | 7% | 7%
CCCCn1c(N)c(Sc2ccccc2[N+](=O)[O-])c(=O)[nH]c1=O | 16% | 5% | 7%
O=C(COC(=O)C1CC(=O)N(Cc2ccccc2)C1)Nc1ccccc1F (stereo not given) | 3% | x | -2%
CC1=C(C(=O)NCc2ccccc2F)C2(CCCCC2)OC1=O | 2% | 9% | x
Cc1ccc(/C=C2\SC(=S)N(CCCC(=O)N3CCOCC3)C2=O)cc1 | -30% | 10% | -2%
CC(C)=C1SC(N2CCN(c3ccc(C)c(Cl)c3)CC2)=NC1=O | 3% | x | -17%
CCOc1ccccc1CNC(=O)c1ccc(Cn2c(=O)c3cccn3c3cccnc32)cc1 | -14% | -5% | x
O=C(CSC1=NS(=O)(=O)c2ccccc2N1)Nc1ccc(F)cc1 | 8% | 2% | -8%
CC(C)(C)OC(=O)Nc1ccc([C@@H](NC(=O)OC(C)(C)C)C(=O)OC(C)(C)C)cc1 | 16% | 0% | x
O=C(NCCNC1CCN(Cc2ccccc2)CC1)c1cccs1 | x | -8% | 1%
NC(=O)c1nc[nH]c1C(=O)Nc1cccc(NC(=O)c2cccc(C(F)(F)F)c2)c1 | 18% | -1% | x
COC(=O)c1cc(S(=O)(=O)NCCc2ccc(SC)cc2)c[nH]1 | 15% | 2% | -4%
Cc1nn(C)c(C)c1NS(=O)(=O)c1ccccc1 | 1% | 10% | 1%
O=C(COC(=O)C1=COCCO1)Nc1ncc(Cl)cc1Cl | 7% | -3% | -13%
COc1ccc(CCN2C(=O)CC(Cc3ccc(C)cc3)C2=O)cc1OC (stereo not given) | 0% | 0% | -8%
O=C(N/N=C/c1ccc(-c2ccc(Cl)c(C(=O)O)c2)o1)c1cc2c(ccc3ccccc32)o1 | 40µM* | 1% | 16%
COc1ccccc1CNC(=O)c1ccc2c(=O)n(CCCN3CCCC3=O)c(=S)[nH]c2c1 | -1% | 3% | -1%
CCOc1ccc(CCNC(=O)COC(=O)c2ccc(C)s2)cc1OCC | -9% | 1% | -1%
CC(C)(C)OC(=O)NCCCC[C@H](NC(=O)c1[nH]cnc1C(=O)Nc1ccc(CNC(=O)OC(C)(C)C)cc1)C(=O)OC(C)(C)C | -1% | 11% | x
CCOC(=O)CSCc1c(C#N)c2ccccc2n1C | -11% | -6% | 5%

15 compounds from above, ordered by number of heavy atoms, low to high:
SMILES | FEN1 inh | TDP1 inh | N370S GC mod
CC(=O)NS(=O)(=O)c1ccc(N)cc1 | 7%&11% | 8% | 4%
CN1CCN(C(=O)N2CCNC2=O)CC1 | 1% | 7% | 7%
CCOCCn1c(CCCO)nc2ccccc21 | -9% | 0% | -1%
CCOC(=O)CSCc1c(C#N)c2ccccc2n1C | -11% | -6% | 5%
O=C(COC(=O)C1=COCCO1)Nc1ncc(Cl)cc1Cl | 7% | -3% | -13%
COc1nc(OC)nc(N2CCC(C(=O)NC3CC3)CC2)n1 | 7% | -1% | 5%
CCCCn1c(N)c(Sc2ccccc2[N+](=O)[O-])c(=O)[nH]c1=O | 16% | 5% | 7%
O=C(CSC1=NS(=O)(=O)c2ccccc2N1)Nc1ccc(F)cc1 | 8% | 2% | -8%
COc1ccc(S(=O)(=O)CCC(=O)NCCc2cccc(C)c2)cc1 | -4% | -2% | 2%
Cc1ccc(/C=C2\SC(=S)N(CCCC(=O)N3CCOCC3)C2=O)cc1 | -30% | 10% | -2%
COc1ccc(CCN2C(=O)CC(Cc3ccc(C)cc3)C2=O)cc1OC (stereo not given) | 0% | 0% | -8%
NC(=O)c1nc[nH]c1C(=O)Nc1cccc(NC(=O)c2cccc(C(F)(F)F)c2)c1 | 18% | -1% | x
COc1ccccc1CNC(=O)c1ccc2c(=O)n(CCCN3CCCC3=O)c(=S)[nH]c2c1 | -1% | 3% | -1%
CCOc1ccccc1CNC(=O)c1ccc(Cn2c(=O)c3cccn3c3cccnc32)cc1 | -14% | -5% | x
CC(C)(C)OC(=O)NCCCC[C@H](NC(=O)c1[nH]cnc1C(=O)Nc1ccc(CNC(=O)OC(C)(C)C)cc1)C(=O)OC(C)(C)C | -1% | 11% | x

Continued.
SMILES | FEN1 inh | TDP1 inh | N370S GC mod
O=C1CSC(c2ccccc2F)N1 (stereo not given) | 16% | -2% | -3%
CC(C)n1nc(C(=O)OCC(=O)N(C)C2CCS(=O)(=O)C2)c2ccccc2c1=O (stereo not given) | -7% | 1% | 0%
COCCCNC(=S)N1CCN(c2nc(-c3cccc(OC)c3)cs2)CC1 | 12% | 11% | -17%
CCOC(=O)C1=C(C)N(C[C@@H]2CC[C@@H](Cc3ccc(-c4ccccc4)cc3)O2)C(=O)NC1c1cccc([N+](=O)[O-])c1 (stereo not given in full) | -20% | 2%[56.1 µM] | x
CCOc1ccc(C(=O)C(C)OC(=O)c2cnc(C)cn2)cc1 (stereo not given) | -4% | x | 0%
CC(C)c1nc(N2CCN(C(=O)c3ccccc3)CC2)c(C#N)c2c1COC(C)(C)C2 | -19% | 4% | 2%
COc1ccc(CCNC(=O)c2cc([N+](=O)[O-])cc([N+](=O)[O-])c2)cc1OC | 0% | x | -11%
COc1ccc(C2C(=O)N(C3CCCCCC3)CC(=O)N2Cc2ccc(C)cc2)cc1 (stereo not given) | -1% | 5% | x
Cn1ccc2cc(S(=O)(=O)N3CCCC(C(=O)NCc4ccc(F)cc4)C3)ccc21 (stereo not given) | 12% | -1% | x
CC(=O)c1cn(CCCCCCCn2cc(C(C)=O)c(=O)[nH]c2=O)c(=O)[nH]c1=O | 3% | 0% | -2%
O=C(COc1ccccc1Cl)Nc1cccnc1 | 2% | 5% | 10%
O=C(O)CCC(=O)Nc1ccc(Br)cc1C(=O)c1ccccc1 | 16% | x | 1%
CC1CCN(C(=O)c2ccc(S(=O)(=O)Cc3ccccc3F)c([N+](=O)[O-])c2)CC1 | -9% | 3% | 1%
